Rtt109 HAT inh – inhibitors of Candida albicans Rtt109/Vps75 histone acetyltransferase; Q5AAJ8; purified Rtt109/Vps75, ThioGlo CoA-SH fluorescence, 4 h; inhibition, % at 34.9 µM; 0.16% of 330,000 active; AID 540336;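 active means inhibition of at least 50% in every replicate; inconclusive means best replicate reaches 50% inhibition but some replicates fall short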
Target sequence (Q5AAJ8 whole entry, looked up): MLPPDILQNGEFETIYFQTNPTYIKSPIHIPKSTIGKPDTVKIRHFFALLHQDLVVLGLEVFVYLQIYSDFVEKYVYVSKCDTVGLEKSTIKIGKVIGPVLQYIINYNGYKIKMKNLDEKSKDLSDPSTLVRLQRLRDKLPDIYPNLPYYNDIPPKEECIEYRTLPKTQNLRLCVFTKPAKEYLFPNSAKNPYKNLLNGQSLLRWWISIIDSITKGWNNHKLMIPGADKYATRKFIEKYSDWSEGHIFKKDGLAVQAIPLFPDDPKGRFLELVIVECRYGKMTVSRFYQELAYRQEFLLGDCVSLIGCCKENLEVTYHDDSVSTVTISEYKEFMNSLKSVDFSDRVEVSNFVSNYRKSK
RTF Ca sens act – increases calcium sensitivity of human cardiac regulated thin filaments. P19429+P45379. IANBD-labeled TnC RTF fluorescence at EC20 calcium; 0% EC20 calcium, 100% full calcium. activation, % at 7.2 µM. 0.24% of 340,000 active. AID 493008;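 active means activation above the mean over all tested compounds plus 3 SD, cut at about 30% in these data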;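 further: rise in fluorescence read as greater calcium sensitivity of cardiac thin filaments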
dFosB activator – mouse delta FosB homodimer activation; P13346; purified delta FosB, TAMRA-CDK5 oligo fluorescence polarization; percent of positive-control signal above neutral wells; activation, % at 25 µM; 0.99% of 340,000 active; AID 493131;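 active means mean activation above about 17%, with every replicate also reaching it, limit read from the data, passing the limit was not always enough; inconclusive means only one of the two conditions met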;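 further: fluorescence polarization rise as delta FosB binds a TAMRA Cdk5 AP-1 oligo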
PvdQ inh – P. aeruginosa PvdQ acylase inhibition. inhibition, % at 10 µM. purified PvdQ acylase, fluorescence plate reader. 0.063% of 340,000 active; in the data active means inhibition above about 30%, passing the limit was not always enough; inconclusive means no clear call, values can overlap the other calls;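 further: 0% = vehicle neutral wells and 100% = reference inhibitor wells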
LANA DNA inh – blocks KSHV LANA C-terminal domain binding to DNA; MBP-C-LANA/FAM-LBS DNA binding, fluorescence polarization; AID 504423; inhibition, % at 9 µM; 0.078% of 340,000 active;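 active means highest replicate inhibition at or above 60% at 9 µM, even if other replicates fall short; inactive means all replicates below 60% inhibition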;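 further: 0% = neutral control wells and 100% = 4 µM acridine orange control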
NSD2 inh – inhibitors of human histone methyltransferase NSD2. AID 743445. inhibition, % at 12.5 µM. 0.54% of 310,000 active. NSD2 peptide methylation, AlphaScreen, 120 min; in the data active means inhibition above about 50%
Keap1 Nrf2 FP – disrupts human Keap1 binding to Nrf2 peptide; 0.15% of 340,000 active; inhibition, % at 9.4 µM; AID 504523; Keap1 Kelch-Nrf2 peptide fluorescence polarization, 1536-well; in the data active means inhibition above about 12%; inconclusive means no clear call, values can overlap the other calls; inactive means below about 7.3%;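 further: human Keap1 Kelch domain with fluorescein labeled Nrf2 9mer peptide probe; 0% = neutral control wells and 100% = peptide positive control; higher means more block of Keap1 binding to Nrf2 peptide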
RTF Ca sens inh – cardiac RTF calcium desensitization. IANBD-labeled cardiac RTF, Ca2+ fluorescence. inhibition, % at 7.15 µM. 0.12% of 340,000 active. AID 493244;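 active means inhibition above the mean inhibition of all tested compounds plus 3 SD, cut at about 17% in these data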;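 further: assay run at fixed EC70 calcium of 1.6 mM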
CDK5 inh – blocks human CDK5/p35 kinase activity; Q00535+Q15078; Recombinant CDK5/p35, ADP-Glo luminescence, 60 min; inhibition, % at 10 µM; 0.01% of 330,000 active; AID 488839;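 active means highest replicate inhibition of at least 50% and at least 75% of replicates reaching 50%; inconclusive means only one of the two criteria met; inactive means both criteria failed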;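 further: plate controls were DMSO neutral control for no effect and GW8510 at 10 µM for full effect; many of its hits are not listed in these tables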
Target sequence (Q00535 whole entry, looked up): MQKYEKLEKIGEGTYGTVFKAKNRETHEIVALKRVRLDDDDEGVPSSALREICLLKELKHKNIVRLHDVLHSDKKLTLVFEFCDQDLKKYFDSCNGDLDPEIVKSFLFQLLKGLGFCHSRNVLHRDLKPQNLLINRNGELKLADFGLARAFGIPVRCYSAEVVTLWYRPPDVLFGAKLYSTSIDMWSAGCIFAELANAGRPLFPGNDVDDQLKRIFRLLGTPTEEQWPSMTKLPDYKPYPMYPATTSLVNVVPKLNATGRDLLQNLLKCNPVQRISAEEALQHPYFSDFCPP
Target sequence (Q15078 whole entry, looked up): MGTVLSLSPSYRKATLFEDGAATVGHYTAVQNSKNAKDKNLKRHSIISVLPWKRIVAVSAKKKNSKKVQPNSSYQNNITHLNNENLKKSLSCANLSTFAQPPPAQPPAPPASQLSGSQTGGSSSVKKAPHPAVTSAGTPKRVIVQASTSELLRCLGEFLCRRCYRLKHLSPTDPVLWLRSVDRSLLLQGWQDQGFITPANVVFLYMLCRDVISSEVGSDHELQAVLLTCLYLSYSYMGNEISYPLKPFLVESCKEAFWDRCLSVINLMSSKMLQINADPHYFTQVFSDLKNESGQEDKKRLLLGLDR
SUMO Mot1 rescue – blocks SUMOylation pathway, rescuing yeast Mot1-301 growth; S. cerevisiae Mot1-301 growth rescue, ATP luminescence, 38.5C; percent above DMSO median, 100 means doubled; growth rescue, % at 18.8 µM; 1% of 320,000 active; AID 2716;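 active means every valid replicate shows activation above 250% relative to neutral control wells; inactive means the rest, any valid replicate at or below 250%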;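 further: OY570 slx delta 5 strain wells were the positive control but not used for scaling; some compounds called inactive have numbers as strong as hits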
PfHsp90 yeast 2 – reduces growth (ATP signal) of yeast expressing P. falciparum Hsp90 | S. cerevisiae expressing PfHsp90, BacTiter-Glo ATP, 48 h; yeast lacking PDR1 and PDR3 efflux regulators | inhibition, % at 9.4 µM | 0.32% of 310,000 active;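 active means every replicate shows inhibition above about 80%, whatever the replicate mean, limit read from the data; inconclusive means mean inhibition reaches the set limit but some replicate falls short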;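 further: 0% = DMSO neutral controls and 100% = 20 µM radicicol positive controls; yeast relying on Plasmodium falciparum Hsp90 in place of its own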
Numbers without * were called inactive; ? = inconclusive; . = no result given; & = joins results of further samples.

mol	LANA DNA inh	dFosB activator	NSD2 inh	RTF Ca sens inh	SUMO Mot1 rescue	RTF Ca sens act	Rtt109 HAT inh	CDK5 inh	Keap1 Nrf2 FP	PfHsp90 yeast 2	PvdQ inh
O=S(=O)(Nc1cccc(-n2cnnn2)c1)c1cnc(Cl)c(Cl)c1	0.2	-8	2	-6	3	2	-4	1.0	6	-3	-9
COc1ccc(N=c2oc3ccc(OC)cc3cc2-c2nc3ccccc3[nH]2)cc1	-1.3	-1	0	4	-7	0	-1	0.7	-2	6	-7
COc1cc2cc(C(N)=O)c(N)nc2cc1OC	-0.4	-11	-7	9	4	-2	-246	-0.1	-2	15	-12
O=S(=O)(Cc1ccc(Cl)cc1)N1CCCC1	-0.4	-2	0	-4	1	0	-2	2.6	-5	14	-11
Clc1ccccc1-c1nnc(CNC2CC2)o1	0.4	1	-2	-6	-8	-6	-3	-1.2	1	-2	-8
CC1=CC(c2ccccc2)=Nc2ccc(C)cc2N1	-1.2	-15	0	2	58	-4	0	2.2	4	24	-11
Cc1cccc2c(-c3ccccc3)cc(=O)[nH]c12	-0.7	-3	2	-1	47	1	-10	-0.8	-3	-24	-16
Clc1ccc(-c2ccnc3nc(N4CCOCC4)nn23)c(Cl)c1	-1.0	6	2	-5	.	-2	0	-5.8	-7	12	-20
CCCCCOC(=O)CC(C(=O)OCCCCC)N1CCCCC1 (centres undefined)	-0.6	-4	6	-15	28	-6	-1	-0.2	1	-4	7
C[C@H](CO)N1C[C@H](C)[C@@H](CN(C)S(=O)(=O)c2cn(C)cn2)Oc2c(NC(=O)Nc3ccc4c(c3)OCO4)cccc2C1=O	-0.1	-7	.	-6	-23	-2	5	-0.6	0	23	-5
COc1ccc(C)cc1N(CC(=O)Nc1ccc2c(c1)OCCO2)S(C)(=O)=O	0.2	-6	-2	11	-17	2	-2	0.5	-1	-9	-1
Cc1cccc(NC(=O)CSc2n[nH]c(-c3cccnc3)n2)c1	-0.1	-5	7	-36	1	-7	7	0.7	5	-14	-1
O=C(CCNC(=O)c1ccc(Br)cc1)Nc1ccc(S(=O)(=O)N2CCCCC2)cc1	0.2	?	-1	0	.	0	0	1.7	4	-3	-4
COc1cc(/C=N/Nc2nc(C)cc(=O)[nH]2)ccc1O	2.8	0	-1	-7	1	-2	2	1.7	-6	-36	-20
O=c1oc(-c2cccs2)nc2c1cnn2-c1ccccc1	-1.3	-8	0	-4	3	-3	4	-0.8	-4	-19	19
Cc1cccc(N2CCN(S(=O)(=O)c3ccc4c(c3)CC(C)N4C(=O)C3CC3)CC2)c1C (centres undefined)	-0.1	0	-1	-2	-1	2	-5	-1.3	-4	-33	-14
Cc1nonc1NC(=O)c1oc2ccc(F)cc2c1C	1.6	29*	-4	1	19	5	1	0.1	0	-7	-8
Cc1cc(NCc2cccnc2)no1	0.0	-6	-2	-8	-7	0	5	1.5	-6	-7	17
O=[N+]([O-])c1ccc(N/N=C\c2ccccc2OCc2ccccc2)cc1	0.1	-13	0	-18	7	24	-5	-0.1	-6	2	-22
CSc1cccc(NC(=O)CCCNC(=O)c2ccc(Cl)cc2)c1	-0.3	-4	-6	8	1	-1	-8	1.4	0	-4	-14
CCCCc1nc(Cl)c(CO)n1Cc1ccc(-c2ccccc2-c2nn[nH]n2)cc1	-1.6	-4	.	3	14	4	-2	0.1	0	14	-8
CCOC(=O)NC(=O)c1cn(CCN(C)C)c(=O)[nH]c1=O	1.9	3	0	-5	-15	8	0	0.5	-1	-17	-10
Cc1ccc(Oc2ccc(C(=O)NC3CCSC3=O)cn2)cc1 (centres undefined)	-0.4	0	-1	-11	18	-3	-14	-1.1	-1	.	-16
C(=Cc1cnnc2ccccc12)c1ccccc1	0.0	8	4	-1	.	1	-1	-0.4	0	11	5
COc1cc(OC)cc(OCC(O)Cn2cnc3cc(C)c(C)cc32)c1 (centres undefined)	-1.4	-11	.	-4	-20	-4	-4	-3.3	-3	-6	-15
Cc1cccc(OCC(=O)N/N=C/c2ccc3c(c2)OCO3)c1	0.6	1	-2	-9	.	10	-8	-2.6	-5	1	-8
CCOC(=O)C1CCCN(CCCc2ccccc2)C1 (centres undefined)	0.5&0.7	6&-9	7	-1&-7	-7&75	2&6	5&-1	-0.2&-0.8	-1&-2	-28	-15&-5
CCOC(=O)C(C(=O)Nc1ccccc1C)C1CCCCC1 (centres undefined)	2.1	-12	-6	0	44	0	-6	-0.3	0	4	-6
CCOc1ccc(C(=O)CC(C(=O)O)N2CCCCC2)cc1 (centres undefined)	-2.4	-3	2	-7	-7	-3	-1	2.3	-18	0	-15
CCCCN1CC[C@H]2C=CC[C@@H](C(=O)Nc3ccc(OC)cc3)[C@H]2C1=O	-1.4	5	.	-7	-16	1	3	0.2	7	7	9
Cc1cccc(OC(=O)NCCOC(=O)N(O)c2ccc(Cl)cc2)c1	0.4	-12	-3	3	15	-13	50	-0.7	-2	11	7
Cc1ccc(C(=O)NNC(=O)c2n[nH]c(=O)c3ccccc23)cc1C	15	-11	8	-23	-4	10	4	0.5	33*	-28	-14
CCOc1ccc(N(C(=O)Cn2nnc3ccccc32)C(C(=O)NC(C)(C)CC)c2cccn2C)cc1 (centres undefined)	-0.1	-19	-2	-8	-8	4	-4	1.5	0	29	-10
Cc1ccc(NS(=O)(=O)c2ccc3c(c2)CCC(=O)N3)cc1C	1.3	-5	0	-7	5	7	-8	0.0	-3	-27	-10
CCOc1ccc(S(=O)(=O)Nc2ccccc2SC)c2cccnc12	1.5	-12	5	-9	-17	-2	-1	-3.6	-1	5	-11
Cc1nn(Cc2ccccc2)c(Cl)c1/C=C1\NC(=S)NC1=O	-1.1	2	.	-4	24	-4	6	-0.5	-2	8	0
CC(C)NC(=O)C(=O)NCc1ccccn1	0.7	-5	0	11	6	-1	-8	-1.1	2	-13	0
CN1c2ccccc2C(=O)/C(=C\Nc2ncccn2)S1(=O)=O	0.5	-4	37	-2	4	0	0	1.0	-6	-12	-17
CC1=CC(C)(C)N(S(=O)(=O)c2ccc(F)cc2)c2ccc(C)cc21	0.1	-8	-4	-1	1	-13	-2	-0.6	0	4	-19
COc1ccc(C(=O)NNC(=O)CCn2nnc(-c3ccc(C)cc3)n2)cc1OC	0.4	-13	-3	-17	-7	0	-2	0.6	1	-2	-5
Cc1ccc(Cn2c(C)cc3c(c2=O)C(c2cccs2)C(C#N)=C(N)O3)cc1 (centres undefined)	-0.3	6	4	-3	-6	-5	-2	0.7	-2	-6	-10
Cc1ccc(CNC(=O)CCCn2nc(C)c3c(C)n(-c4ccccc4)nc3c2=O)cc1	-0.8	-5	2	-9	82	1	-2	0.1	-3	-1	-11
CCOc1ccc(-c2noc(CCC(=O)O)n2)cc1	-0.6	5	.	-3	35	2	-3	-0.5	-2	2	25
CCN(CC(=O)Nc1c(F)cccc1F)C(=O)Cn1[nH]c(=O)c2ccccc2c1=O	0.6	2	.	-8	-3	9	-3	-0.6	-1	-12	-14
Cc1cccc(CSc2nnc(NC(=O)CSc3nnc(C)s3)s2)c1	-1.8	0	-2	3	-15	-4	5	-0.6	0	-4	11
CC(OC(=O)c1ccncc1)C(=O)Nc1cc(S(=O)(=O)N2CCCCC2)ccc1Cl (centres undefined)	3.4	-4	2	4	108	-3	21	0.2	-2	16	26
Cc1ccccc1C(=O)NCC(=O)N1CCN(C/C=C/c2ccccc2)CC1	2.8	0	6	-5	4	2	10	0.1	3	9	-3
COCCn1ccc2c(OCC(=O)Nc3ccccc3OC)cccc2c1=O	-1.5	-16	-1	-2	17	-3	-7	0.5	3	.	-6
CC(C)NC(=O)CN(Cc1ccc2c(c1)OCO2)C(=O)CCC(=O)Nc1ccccn1	-1.2	-4	-5	-13	4	0	0	0.4	1	-29	-3
COc1cccc(C(=O)NCC(=O)n2nc(C)cc2C)c1	2.3	9	-6	8	-15	-1	-5	0.5	-5	2	1

Following part.
mol	LANA DNA inh	dFosB activator	NSD2 inh	RTF Ca sens inh	SUMO Mot1 rescue	RTF Ca sens act	Rtt109 HAT inh	CDK5 inh	Keap1 Nrf2 FP	PfHsp90 yeast 2	PvdQ inh
Cn1c(=S)n(/N=C/c2cccs2)c2ccccc21	0.0	1	2	0	3	6	3	-1.9	-6	12	0
Cc1ccc(C)c(OCc2cc(C(=O)N3CCN(c4cnccn4)CC3)no2)c1	0.4	-5	0	-5	26	-4	6	0.3	-2	16	-15
CCOC(=O)C1=C(COC(=O)C2CC(=O)N(c3ccccc3F)C2)NC(=O)NC1C (centres undefined)	-0.7	-7	0	-13	2	5	-7	-1.1	0	.	-5
Cc1cc(C(=O)COC(=O)c2ccc(O)cc2)c(C)n1CC1COc2ccccc2O1 (centres undefined)	2.4	-12	0	-7	8	2	5	-0.2	-4	-15	3
CC(C(=O)N1CCc2ccccc21)N(C)CC(=O)Nc1ccccc1Cl (centres undefined)	0.8	-9	-5	-10	-12	-1	1	-0.7	4	8	-10
O=C(CN1C(=O)c2cccc3cccc1c23)NC1CCCCC1	0.6	-10	1	-6	-15	-3	-46	0.1	2	-35	-13
C=CCNC(=O)CSCc1ccc(Br)cc1	-0.2	2	6	6	-14	0	-12	-3.4	-7	-2	-13

High-throughput results deposited in PubChem by several laboratories.
